Compound activity as filed in PubChem BioAssay.
Mcl1-Noxa inh: Mcl-1/Noxa binding inhibitors, primary screen, biochemical, TR-FRET, 1536-well. Induced myeloid leukemia cell differentiation protein Mcl-1 (Homo sapiens), Q07820. TR-FRET Mcl-1/Noxa peptide binding, 2 h. inhibition, % at 21.7 µM. 220,000 tested, 1.5% active. AID 1022, 2008;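 active means compounds that cut the protein-peptide binding signal by more than 50% relative to plate controls in a single-dose test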;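 further: His-tagged Mcl-1 with rhodamine Noxa BH3 peptide and terbium anti-His antibody; 0% = Mcl-1 plus Noxa peptide wells and 100% = peptide-only wells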
Target sequence (Q07820 whole entry, looked up): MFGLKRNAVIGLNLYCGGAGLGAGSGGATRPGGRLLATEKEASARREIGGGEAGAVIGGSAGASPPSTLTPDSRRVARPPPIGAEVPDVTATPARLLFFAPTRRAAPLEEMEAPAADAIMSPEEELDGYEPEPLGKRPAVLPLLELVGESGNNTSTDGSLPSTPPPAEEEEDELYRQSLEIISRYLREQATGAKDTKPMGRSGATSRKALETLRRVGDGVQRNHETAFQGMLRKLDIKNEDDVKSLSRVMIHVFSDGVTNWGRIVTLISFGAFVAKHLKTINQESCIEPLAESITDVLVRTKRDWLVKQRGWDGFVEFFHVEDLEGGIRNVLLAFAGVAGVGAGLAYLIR
RGS8-Gao reg: RGS8-Galphao binding modulators, primary screen, biochemical, multiplexed bead flow cytometry; Guanine nucleotide-binding protein G(o) subunit alpha (Homo sapiens), P09471; actives lie on both sides; response (percent of control binding), % at 10 µM; 220,000 tested, 0.34% active; AID 1423, 2008; in the data active means response below about 60% or above about 140%; inactive means in between;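 further: Galphao activated as the GDP aluminium fluoride complex binding bead-coupled RGS8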
Avidin fluor: green autofluorescence of compounds with avidin beads – biophysical, 488/530 nm, flow cytometry, artefact control, profiling panel; 220,000 tested, 0.38% active; compound fluorescence 488/530 nm; hits give high values; fluorescence (KMESF) at 10 µM; in the data active means fluorescence above about 47; further: inactives centre near 10
Mcl1 Bid PPI: Mcl-1/Bid binding inhibitors, primary screen, biochemical, TR-FRET, 1536-well. Induced myeloid leukemia cell differentiation protein Mcl-1 (Homo sapiens), Q07820. TR-FRET Mcl-1/Bid-Dy647 peptide binding. inhibition, % at 21.7 µM. 220,000 tested, 0.97% active. AID 1021, 2008;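 active means compounds that cut the binding signal by more than half at the single screening dose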;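 further: His-tagged Mcl-1 with europium anti-His antibody binding Bid BH3 peptide; 0% = Mcl-1 plus peptide wells and 100% = peptide-only wells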
RGS7-Gao reg: RGS7-Galphao binding modulators, primary screen, biochemical, multiplexed bead flow cytometry; actives lie on both sides; 220,000 tested, 0.35% active; binding response (% of control), % at 10 µM; Guanine nucleotide-binding protein G(o) subunit alpha (Homo sapiens), P09471; in the data active means binding response below about 49% or above about 150%; inconclusive means no clear call, values can overlap the other calls; inactive means in between;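 further: fluorescent Galphao held in activated GDP-AlF4 state binding bead-coupled RGS7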
GSH fluor: compound fluorescence on glutathione beads, profiling panel, artefact control, biophysical, 488/530 nm, flow cytometry. GSH beads flow cytometry, compound fluorescence 488/530 nm; hits give high values. fluorescence (KMESF) at 10 µM. 190,000 tested, 0.25% active. AID 1776, 2009; in the data active means fluorescence above about 89;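 further: glutathione beads carrying GST-tagged Bcl family fusion proteins plus one bare bead set; values are compound well signal with DMSO vehicle wells as background; inactives centre near 16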
ABCG2 inh: ABCG2 efflux pump inhibitors, primary screen, multiplex with ABCB1, IgMXP3 cells, flow cytometry; Broad substrate specificity ATP-binding cassette transporter ABCG2 (Homo sapiens), Q9UNQ0; JC-1 efflux; inhibition, % at 6.6 µM; 190,000 tested, 0.1% active; AID 1325, 2008;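 active means inhibition above 80%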;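 further: 0% = DMSO and 100% = nicardipine control wells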
Target sequence (Q9UNQ0 whole entry, looked up): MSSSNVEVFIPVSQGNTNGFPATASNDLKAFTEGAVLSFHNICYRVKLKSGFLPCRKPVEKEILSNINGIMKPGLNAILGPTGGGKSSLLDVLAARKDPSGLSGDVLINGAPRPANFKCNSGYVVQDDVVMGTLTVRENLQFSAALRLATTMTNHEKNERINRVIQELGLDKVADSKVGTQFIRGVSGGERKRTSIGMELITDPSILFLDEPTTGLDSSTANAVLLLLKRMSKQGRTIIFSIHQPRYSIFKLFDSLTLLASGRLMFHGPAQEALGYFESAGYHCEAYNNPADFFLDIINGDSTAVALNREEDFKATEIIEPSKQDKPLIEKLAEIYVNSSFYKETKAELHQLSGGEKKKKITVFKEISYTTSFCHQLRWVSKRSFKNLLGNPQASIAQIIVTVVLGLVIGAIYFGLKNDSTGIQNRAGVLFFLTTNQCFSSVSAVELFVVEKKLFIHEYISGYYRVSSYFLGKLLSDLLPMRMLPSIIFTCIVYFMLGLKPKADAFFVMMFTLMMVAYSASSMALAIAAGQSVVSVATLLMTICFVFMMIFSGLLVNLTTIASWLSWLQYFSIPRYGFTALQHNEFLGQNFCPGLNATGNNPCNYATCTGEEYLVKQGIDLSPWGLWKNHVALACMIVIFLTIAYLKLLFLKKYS
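test system = two drug-resistant human cell lines, ABCG2 and ABCB1 | amount = 3 million cells/mL final, two lines in 1:1 ratio | reagent = JC-1 transporter substrate | doses = one concentration, 6.6 µM final | incubation = 10 min at 25 °C | signal = flow cytometric JC-1 green MFI at 530 nm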
Mcl-1 Bim block: inhibitors of Bim peptide binding to Mcl-1, primary screen, biochemical, bead-based flow cytometry, multiplex; Bim peptide-Mcl-1 binding; 190,000 tested, 0.1% active; inhibition, % at 10 µM; AID 1009, 2008; in the data active means inhibition above about 40%;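 further: 0% = no compound tracer wells and 100% = peptide blocker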
ABCB1 block: ABCB1 efflux pump inhibitors, primary screen, cell-based, multiplex, flow cytometry, ABCG2 counter-screen. ATP-dependent translocase ABCB1 (Homo sapiens), P08183. CCRF-Adr cells, JC-1 efflux. inhibition, % at 6.6 µM. 190,000 tested, 0.067% active; in the data active means inhibition above about 40%;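 further: 0% = vehicle and 100% = reference inhibitor; higher value means more JC-1 retained so stronger ABCB1 efflux block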
RGS4-Gao reg: modulators of RGS4 binding to Galphao, primary screen, biochemical, multiplexed bead flow cytometry; Guanine nucleotide-binding protein G(o) subunit alpha (Homo sapiens), P09471; actives lie on both sides; binding response (% of control), % at 10 µM; 220,000 tested, 0.33% active; in the data active means binding response below about 49% or above about 150%; inactive means in between;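 further: fluorescent Galphao activated with aluminum fluoride binding bead-coupled RGS4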
Pf gamet viab: late stage P. falciparum gametocyte viability inhibitors, primary screen, ATP luminescence, HTS; P. falciparum stage V gametocytes, 24 h; inhibition, % at 10.9 µM; 150,000 tested, 0.065% active;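 active means inhibition above the mean plus 3 SD of compounds within the control limits, set per campaign, cut at about 38% in these data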;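 further: 0% = DMSO wells and 100% = medium only without gametocytes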
* hit, by the source's call; ? = inconclusive; / = not tested or not shown.

SMILES	Mcl1-Noxa inh	RGS8-Gao reg	Avidin fluor	Mcl1 Bid PPI	RGS7-Gao reg	GSH fluor	ABCG2 inh	Mcl-1 Bim block	ABCB1 block	RGS4-Gao reg	Pf gamet viab
COC(=O)Cc1c(C)c2cc(Cl)c(OC(=O)c3ccco3)cc2oc1=O	10	100	23	16	102	22	4	-3	0.7	92	/
O=C(CSc1ccsc1[N+](=O)[O-])NCCc1ccccc1	5	106	8	-2	106	34	0	-4	-0.3	98	/
CCOC(=O)c1c(NC(=O)c2ccc(S(=O)(=O)N3CCOCC3)cc2)sc2c1CCN(C)C2	28	100	9	-8	101	17	1	-2	0.3	105	/
CCCCNc1nnc(SCC(=O)N2CCN(S(=O)(=O)c3ccc4ccccc4c3)CC2)s1	1	94	6	-30	98	66	1	-1	1.1	91	-15
CC(=O)c1sc(-c2ccccc2)cc1N	-13	101	4	-34	?	/	/	/	/	103	-14
COc1ccc(CC2(CO)CCN(Cc3cccc4nccnc34)CC2)cc1	-3	101	9	-7	101	14	11	-2	5.5	102	9
COC(=O)C(C)N(C(=O)c1ccc(Cl)cc1)c1c(C)cccc1C (centres undefined)	-15	103	13	-6	100	32	-3	-3	0.3	103	9
CCCCC(=O)Nc1ccc(C(=O)NNC(=O)c2ccc(C)c(Br)c2)cc1	-76	94	8	28	97	20	-1	-6	-0.3	97	/
OCc1c(Cl)nc2ccccn12	4	100	10	4	?	14	1	-1	0.1	103	-16
CCCSc1nc(-c2ccccc2)cc(C(F)(F)F)c1C#N	3	102	19	-8	102	10	6	-3	0.5	99	/
CCOc1ccccc1N1CCN(Cc2ccco2)CC1	39	102	14	22	99	35	6	-1	0.1	102	14
CCCCn1c(O)c(N=NC(=O)Cn2c(C(F)(F)F)nc3ccccc32)c2ccccc21	2	103	2	-2	98	4	1	0	0.5	101	-13
Cc1ccc(NC(=O)CN(C)C(=O)CSc2n[nH]c(N)n2)cc1	11	99	31	-9	99	23	3	-5	0.6	101	9
CSc1nnc2c3c4c(sc3nc(-n3nc(C)cc3C)n12)COC(C)(C)C4	-12	99	9	-10	106	10	0	2	-0.1	105	/
NC(=O)c1ccc(F)cc1	-6	15*	2	-35	18*	17	-1	-1	-0.1	24*	/

Molecules listed so far that have two or more sulfur atoms (4):
SMILES	Mcl1-Noxa inh	RGS8-Gao reg	Avidin fluor	Mcl1 Bid PPI	RGS7-Gao reg	GSH fluor	ABCG2 inh	Mcl-1 Bim block	ABCB1 block	RGS4-Gao reg	Pf gamet viab
O=C(CSc1ccsc1[N+](=O)[O-])NCCc1ccccc1	5	106	8	-2	106	34	0	-4	-0.3	98	/
CCOC(=O)c1c(NC(=O)c2ccc(S(=O)(=O)N3CCOCC3)cc2)sc2c1CCN(C)C2	28	100	9	-8	101	17	1	-2	0.3	105	/
CCCCNc1nnc(SCC(=O)N2CCN(S(=O)(=O)c3ccc4ccccc4c3)CC2)s1	1	94	6	-30	98	66	1	-1	1.1	91	-15
CSc1nnc2c3c4c(sc3nc(-n3nc(C)cc3C)n12)COC(C)(C)C4	-12	99	9	-10	106	10	0	2	-0.1	105	/

Next compounds.
SMILES	Mcl1-Noxa inh	RGS8-Gao reg	Avidin fluor	Mcl1 Bid PPI	RGS7-Gao reg	GSH fluor	ABCG2 inh	Mcl-1 Bim block	ABCB1 block	RGS4-Gao reg	Pf gamet viab
COc1ccc(C(=O)NCc2ccncc2)cc1OC	-3	106	14	-33	102	23	0	-4	-0.1	102	-24
O=C(C1=C(O)C(=O)N(Cc2ccco2)C1c1cccs1)c1cccs1 (centres undefined)	12	105	5	-59	102	14	9	-5	/	105	/
NS(=O)(=O)c1ccc(NC(=O)NC2CCCCC2)cc1	-10	100	6	3	101	54	2	1	0.6	100	5
O=P(OC1CCCCC1)(OC1CCCCC1)C(Nc1ccccc1)c1cccnc1 (centres undefined)	-11	103	3	-15	?	/	/	/	/	102	2
CCNS(=O)(=O)c1ccc(NS(=O)(=O)c2cc(C)ccc2C)cc1	20	101	8	-15	96	12	11	0	0.8	98	-2
CCOC(=O)c1cnc2c(Cl)c(Cl)ccc2c1N1CCN(C)CC1	48	102	7	-21	101	4	1	1	0.1	101	/
Cc1cccc(N=C/C(C(=O)C(F)(F)F)=C(\O)c2ccco2)c1	12	100	21	-22	100	17	37	-5	-0.4	98	-13
COc1ccc(-c2csc(NC(=O)COc3ccc(N(C)S(=O)(=O)c4ccc(C)cc4)cc3)n2)cc1	14	99	16	-38	99	9	2	-4	0.5	103	-6
O=C(Nc1cccnc1)Nc1ccccn1	5	97	3	4	103	29	2	-1	0.4	96	/
O=C(Nc1ccccc1)c1nc2ccccc2s1	27	78	4	-5	96	9	21	-8	0.4	92	13
C=CCN(C(=O)Nc1ccc2c(c1)nc(C)n2C)c1ccccc1	24	101	7	-49	?	/	/	/	/	91	2
COc1ccc(NC(=S)NC(NC(=O)CCl)C(Cl)(Cl)Cl)c([N+](=O)[O-])c1 (centres undefined)	12	100	5	-2	101	21	3	1	-0.4	101	/
COC(=O)c1ccccc1NC(=S)NC(=O)COc1ccccc1	21	96	9	10	97	32	-2	-7	-0.6	101	-7
CC1CCN(C(=O)CCCNC(=O)Cn2cnc3sc4c(c3c2=O)CCCC4)CC1	8	102	16	-17	99	10	3	0	0.8	106	/
Cc1cccc(-c2n[nH]c(=S)n2Cc2ccccc2)c1	35	65	3	-20	90	27	-13	-5	-1.9	89	/
Cc1ccc(C)c(N2CCN(S(=O)(=O)c3cccc4cccnc34)CC2)c1	15	101	8	-3	108	12	8	0	1.0	103	/
NC(=O)C(CCC(=O)c1ccc(Br)cc1)S(=O)(=O)c1ccccc1 (centres undefined)	10	101	14	-9	109	18	3	-4	0.3	106	-8
COc1ccc(OC)c(Nc2nc(NCCCN(C)C)nc(N)c2[N+](=O)[O-])c1	22	100	3	-9	?	/	/	/	/	94	-6
Clc1ccc(-c2n[nH]c3c2CCCC3)cc1	10	102	11	-3	100	16	1	-2	0.3	103	8
NNc1ccc2c(C(F)(F)F)cc(C(F)(F)F)nc2n1	-12	103	9	-44	104	12	-1	0	-0.1	103	1
Cc1cccc(CSc2nnc(Cn3c(=O)sc4ccccc43)n2C)c1	-21	99	22	-1	98	16	2	0	0.7	103	/
Cc1ccc(-c2[nH]nc3c2C(c2ccc(OC(=O)N4CCOCC4)cc2)C(C#N)=C(N)O3)cc1 (centres undefined)	9	99	5	-24	102	37	0	-2	-0.2	103	/
COc1cc(OC)c2c(C)c(Cl)c(=O)oc2c1	-14	102	35	1	99	13	5	0	0.6	103	/
COc1ccc(C2CC(c3cc(OC)ccc3OC)n3nnnc3N2)cc1 (centres undefined)	-2	100	14	-11	91	11	0	-4	0.5	92	/
CCN1CCN(CCCN(Cc2ccco2)C(=S)Nc2ccccc2Cl)CC1	11	101	9	-23	105	19	1	0	0.1	97	17
Cc1ccccc1OCC(=O)OCC(=O)Nc1cc(C(F)(F)F)ccc1N1CCOCC1	14	99	12	-10	100	15	16	-5	3.9	102	18
O=C(NC(Cc1ccccc1)C(=O)O)/C(=C\c1ccco1)NC(=O)c1ccco1 (centres undefined)	16	97	11	-51	101	15	2	-1	0.4	99	/
Cc1ccc(/C=C/C(=O)Nc2cccnc2)o1	35	91	3	-55	103	7	11	-12	1.1	94	0
CCOC(=O)c1cc(-c2csc(COc3ccccc3)n2)on1	3	103	8	-5	?	/	/	/	/	104	5
O=C(Nc1nc2n(n1)C(c1ccc(F)cc1)CC(c1ccccc1)N2)c1ccco1 (centres undefined)	-3	101	8	-9	?	/	/	/	/	101	-2
COCCNC(=O)c1cc2nc(-c3ccc(F)cc3)cc(C(F)(F)F)n2n1	17	98	10	-8	102	15	12	0	1.6	97	10
O=C(Nc1ccccc1)Nc1ccccc1-n1ccnc1	9	94	22	10	92	12	1	1	0.6	92	-1
O=C1CCCc2nc3nc4ccccc4n3cc21	8	99	10	-29	98	9	5	2	0.6	100	/
COc1ccc(/C(O)=C2/C(=O)C(=O)N(CCN(C)C)C2c2ccc(C)cc2)cc1Cl (centres undefined)	7	100	9	-49	101	20	1	-2	0.5	101	/
Cc1ccc(C(=O)N2c3ccccc3N(Cc3ccccc3)C(=O)C2(C)C)cc1	1	104	18	7	99	12	4	-3	2.2	103	8
CCNC(=O)CC1C(=O)N(c2ccc(C)cc2)C(=O)N1CCc1ccc(OC)c(OC)c1 (centres undefined)	7	105	37	-10	108	23	3	-2	0.2	103	6
O=S(=O)(NCC(c1cccnc1)N1CCN(c2ccc(F)cc2)CC1)c1ccc(F)cc1 (centres undefined)	12	104	8	-4	106	24	1	0	-1.8	102	/
Cc1ccc(S(=O)(=O)N2CCCCC2C(=O)NCc2ccco2)cc1 (centres undefined)	3	100	8	-10	99	5	0	0	0.1	97	/
N#Cc1ccccc1CSc1ccc(-c2nc3ccccc3[nH]2)cn1	49	97	29	-11	103	15	-1	0	-0.2	103	/
C=CCn1c(SCC(=O)NCc2ccccc2)nnc1-c1ccccc1O	23	103	9	-15	102	20	3	-4	0.9	100	-46
O=C1NNC(c2ccccc2)=N/C1=C\c1ccccc1Cl	-6	97	6	-9	?	/	/	/	/	97	9
CN(C)CCCNc1oc(-c2ccccc2)nc1C#N	53*	100	37	-20	100	11	2	-2	0.5	100	/
CCC1=NN(C(=O)c2cccc(Br)c2)C(O)(c2ccc(Br)cc2)C1 (centres undefined)	18	101	14	-24	102	5	-7	1	-0.5	101	-17
COCCNC(=O)C1Cc2c(ccc3ccccc23)O1 (centres undefined)	8	101	7	-16	103	20	5	-3	0.9	100	/
O=C(NCCCn1ccnc1)/C(=C\c1cccnc1)NC(=O)c1ccccc1Br	6	100	13	-7	93	15	-3	-1	-0.2	96	/
CCOC(=O)C1C(c2cccc([N+](=O)[O-])c2)C2C(=O)NN=C2CC1(C)O (centres undefined)	23	101	11	-38	103	15	3	0	1.2	101	-16
CN1CCN(Cc2c(C#N)c3ccccc3n2C)CC1	5	99	27	3	101	14	1	-3	0.2	98	-22
S=C1NCCNC(=S)NCCOCCOCCOCCN1	-3	91	7	-14	77	12	0	0	0.0	96	6
Cc1ccc(C)c(C(=O)CN2C(=O)c3ccccc3S2(=O)=O)c1	-1	102	21	-28	101	11	3	0	0.1	102	/
